# GAA glycogen = inhibitors or activators of human alpha-glucosidase glycogen cleavage; P10253; recombinant GAA, glycogen substrate, Amplex Red glucose oxidase fluorescence; Potency, µM (highest dose often 76.4 µM), for inactives: at the top dose activity change, negative = inhibition, most hits filed as inhibitors; 300,000 tested, 0.38% active; active = well fitted inhibition curve with a large enough effect; inconclusive = small, poorly fitted or top-dose-only effect, or another doubt; inactive = no such curve, though single readings can be large or run the other way;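 also: 0% = full enzyme reaction and -100% = no-enzyme basal signal; the screen sought inhibitors and activators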
#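 qHTS, 1536-well; enzyme 4 nM final; cpd up to 77 uM; substrate bovine liver glycogen 30 ug; 50 mM citrate/phosphate pH 5.0, 0.01% Tween-20; 37 C, 40 min; Amplex Red detection 45 min RT; Hill fit → AC50.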
# The depositor's hits bear a star; ? = inconclusive; & = joins results of further samples; [ ] = remark or other dose. Potency is read from the fitted curve at half-maximal effect. This is a subset; the hit share may differ from the screen's.
GAA glycogen	compound
17%[76.3 µM]	CCc1nc(-c2cc(S(=O)(=O)N3CCN(c4ccccc4)CC3)ccc2OC)no1
-8%[76.3 µM]	CCN(CC(=O)Nc1c(F)cccc1F)C(=O)CSc1nnc(-c2ccco2)n1CC
?	COc1ccccc1CNc1ncc(-c2ccc(F)cc2)n1C
4%[76.3 µM]	COc1cc(C(=O)Oc2c(OC)cc(C(=S)N3CCOCC3)cc2OC)cc(OC)c1OC
-9%[76.3 µM]	CCOc1ccccc1NC(=O)c1c(NC(=O)c2ccccc2)sc2c1CCCC2
1%[76.3 µM]	CCOC(=O)C1CCCN(C(=O)c2cccc(S(=O)(=O)N(C)c3c(C)n(C)n(-c4ccccc4)c3=O)c2)C1 (stereo not drawn)
-5%[76.3 µM]	COCCNC(=O)C(OC(=O)c1ccco1)c1ccccc1Cl (stereo not drawn)
-11%[76.3 µM]	COCCCNC(=O)C1CCCN(c2nn3cc(-c4ccc(C)cc4)nc3s2)C1 (stereo not drawn)
17%[76.3 µM]	Cc1cc(C)c2c(CC(=O)Nc3c(C(=O)c4ccc(F)cc4)oc4ccccc34)coc2c1
4%[76.3 µM]	CC(C)N(C)Cc1nnnn1CC(=O)NCc1cc(F)cc(C(F)(F)F)c1
1%	COc1ccccc1-c1cc(-c2ccccc2)nc(=O)[nH]1
0%[76.3 µM]	COc1cccc(CN2CCNC(=O)C2CC(=O)N(C)CC2CCOCC2)c1 (stereo not drawn)
3%[76.3 µM]	C[C@]12C(=O)N(c3ccc(Br)cc3)C(=O)N1[C@@H]1c3ccccc3OC[C@@H]1[C@H]2c1ccccc1
0%	Cc1cc(C(=O)CSc2ccc(F)cc2)cc(C)c1O
-3%[76.3 µM]	CCc1ccc(S(=O)(=O)Nc2ccncc2)cc1
11%[76.3 µM]	CC(C)CCNC(=O)c1ccc(NC(=O)N2CCCCc3ccccc32)cc1
5%[76.3 µM]	CCOc1ccc(-c2cc(NC(=O)c3ccccc3)c(C(=O)OC)s2)cc1
-2%	COC(=O)c1ccc(OCC(O)CN2C(=O)c3ccccc3C2=O)cc1 (stereo not drawn)
-6%[76.3 µM]	COc1ccc(C(=O)Nc2cc(C)c(NC(=O)c3ccccn3)cn2)cc1
2%	Cn1c(COc2ccccc2O)[n+](C)c2ccccc21
-7%	CCOC(=O)c1ccccc1NC(=S)N1CCN(C(=O)c2ccco2)CC1
-10%[76.3 µM]	Cc1ccccc1NC(=O)C1COc2ccccc2O1 (stereo not drawn)
18%[76.3 µM]	COc1ccccc1C(=O)Nc1cc(C)on1
-2%	C=CCN1C(=O)c2ccccc2Sc2ccc(C(=O)NCC(OC)OC)cc21
-2%	CCOc1ccc(S(=O)(=O)N2CCCC(C(=O)NCc3ccncc3)C2)cc1Cl (stereo not drawn)
-1%[76.3 µM]	Cc1ccccc1C(=O)Nc1c(C(=O)N(CCN(C)C)Cc2ccco2)oc2ccccc12
-14%[76.3 µM]	O=C(O)CCn1ccc2cc(S(=O)(=O)N3CCCCC3)ccc21
-16%&0%[76.3 µM]	COc1ccc(CNC(=O)CCCn2nc(C)n3c(cc4sccc43)c2=O)cc1
0%	O=C(CC(=O)Nc1ccccc1[N+](=O)[O-])Nc1ccccc1[N+](=O)[O-]
17%[76.3 µM]	CC(=O)Nc1nonc1-c1nnc(SCC(=O)Nc2ccc(C)cc2)n1-c1ccccc1
7%[76.3 µM]	Cc1ccccc1C(=O)NC(=S)Nc1ncccn1
-14%	COc1cc2[nH]c(C(=O)Nc3ccc(F)cc3)cc2c(OC)c1OC
-4%[76.3 µM]	COc1ccc(C(=O)NCCCSC)cc1OC1CCN(C(C)C)CC1
2%[76.3 µM]	O=C(Nc1ccc2nc(SCC(=O)N3CCCC3)sc2c1)c1cccc(Br)c1
-3%[76.3 µM]	CCC1CCCCN1C(=O)c1ccc(OC2CCN(C(=O)COC)CC2)cc1 (stereo not drawn)
-8%[76.3 µM]	CCCCN(CCCC)C(=O)c1cc2c(=O)n3ccccc3nc2s1
2%	COc1ccccc1OCC(=O)Nc1ccc(S(=O)(=O)N2CCOCC2)cc1
7%[76.3 µM]	CCOc1ccc(CN(CCc2ccc3c(c2)OCO3)Cc2cc(OC)cc(OC)c2)cc1
-6%[76.3 µM]	COC(=O)c1cc2sccc2n1CC(=O)Nc1cc(Cl)ccc1OC
?	COc1cc(/C=N/Nc2ccc(Cl)c(C(=O)O)c2)ccc1OC(=O)c1ccc(F)cc1
0%	O=C1C2C3C=CC(C2C(=O)N1CCO)C1C(=O)N(CCO)C(=O)C31 (stereo not drawn)
-10%[76.3 µM]	CCOc1cc(Cl)c(S(=O)(=O)n2ccnc2)cc1Cl
11%[76.3 µM]	Cc1oc(-c2ccc(-c3ccccc3)cc2)nc1CN(CCO)C(C)C
-3%[76.3 µM]	CC(=O)Nc1ccc(NC(=O)CCn2c(=O)oc3ccccc32)cc1
9%	CCOC(=O)c1c(NC(=O)c2c(C(=O)O)cccc2[N+](=O)[O-])sc2c1CCCC2
-20%[76.3 µM]	Cc1ccc(C(=O)NCCc2ccccc2)cc1N1CCCC1=O
3%[76.3 µM]	C=CCc1cc(C)ccc1OCCCn1ccnc1
-6%[76.3 µM]	NC(=O)C1CCN(C(=O)c2ccc3nc(-c4ccccc4)c(-c4ccccc4)nc3c2)CC1
-14%[76.3 µM]	CCC1CN(C(=O)Nc2cccc(OC)c2)c2ccccc2O1 (stereo not drawn)
-2%	CC1CCN(Cc2c(C(=O)N/N=C/c3ccc(OC(C)C)cc3)nnn2-c2nonc2N)CC1
0%[76.3 µM]	O=C(NCc1ccc(Cl)c(Cl)c1)c1ccc2c(c1)OCO2
-4%[76.3 µM]	CC1=C(C#N)C(NC(=O)c2ccccc2)(C(F)(F)F)C(=O)N1 (stereo not drawn)
22%[76.3 µM]	COc1cccc(-n2cc(C(=O)NCc3cccc(Cl)c3)c3ccccc3c2=O)c1
17%[76.3 µM]	CCc1ccccc1NC(=O)CN(C)S(=O)(=O)c1cccc2nsnc12
18%[76.3 µM]	C#CCSc1nc(-c2ccccc2)c2cc(Cl)ccc2n1
-1%[76.3 µM]	CS(=O)(=O)N(CC(=O)N1CCCC1)c1ccc(Cl)cc1
2%[76.3 µM]	COc1ccc(OC)c2sc(NC(=O)c3cccc(N4C(=O)CCC4=O)c3)nc12
-4%[76.3 µM]	CN(C)CCCN(C(=O)c1ccc(S(=O)(=O)N2CCc3ccccc32)cc1)c1nc2c(Cl)cccc2s1
0%	CSc1nsc(SCC(=O)Nc2ccc(F)cc2F)n1
-5%[76.3 µM]	COc1ccc(C(=O)N2CCC(n3nccc3NC(=O)C3CCOC3)CC2)cc1 (stereo not drawn)

# More structures follow:
GAA glycogen	compound
2%[76.3 µM]	CCOc1ccc(NC(=O)CN(C)C(=O)c2cccnc2SC)cc1OCC
-3%[76.3 µM]	CCc1ccc(C(=O)NNC(=O)c2cc(S(=O)(=O)N(C)C)ccc2N2CCCC2)cc1
2%	O=C(NC1CC1)c1nc(Cn2ccc([N+](=O)[O-])n2)no1
-1%[76.3 µM]	CCCc1nnc(SCC(=O)Nc2nc(C)cs2)n1CCOC
3%	O=C(Nc1ccccc1Cl)c1ccc(=O)[nH]n1
-2%[76.3 µM]	COc1ccc(OC)c(NC(=O)CCN2C(=O)c3ccccc3C2=O)c1
-10%[76.3 µM]	COc1ccc(S(=O)(=O)Nc2ccccn2)cc1C(=O)Nc1ccccc1
-18%[76.3 µM]	COc1ccc(NC(=O)CN(c2c(C)cccc2C)S(C)(=O)=O)cc1
-9%[76.3 µM]	COc1ccc(NC(=O)Cn2cc(S(=O)(=O)N3CCN(c4ccccc4F)CC3)c3ccccc3c2=O)cc1Cl
-14%[76.3 µM]	CC(NC(=O)Nc1ccccc1C(F)(F)F)c1c(-n2cccc2)sc2c1CCCC2 (stereo not drawn)
5%[76.3 µM]	COCCC(=O)Nc1c(-c2ccccc2)c2cc(Br)ccc2[nH]c1=O
-5%	Cc1ccc(N(CC(=O)NC2CCCC2)C(=O)CNC(=O)c2cccs2)cc1F
-14%[76.3 µM]	CCC(C(=O)NCCc1ccccc1)c1ccccc1 (stereo not drawn)
-6%[76.3 µM]	CCOc1ccc(CN2CCC(C(=O)Nc3cccc(-c4ccn[nH]4)c3)CC2)cc1Cl
7%[76.3 µM]	COc1ccc(Br)cc1CN1CCSCC1
5%	Cc1ccc(NC(=O)C2CCCN(S(=O)(=O)c3cccc4nonc34)C2)cc1 (stereo not drawn)
-2%[76.3 µM]	O=C1C(=O)N(Cc2cccnc2)C(c2cccc(F)c2)/C1=C(/O)c1ccc2c(c1)OCO2 (stereo not drawn)
8%[76.3 µM]	COCCN1C(=O)c2oc3cc(C)cc(C)c3c(=O)c2C1c1cccc(O)c1 (stereo not drawn)
7%[76.3 µM]	Cc1cc(=O)n2nc(N3CCC(C(=O)NCc4cccc(Br)c4)CC3)sc2n1
-4%[76.3 µM]	CC(C)C[C@@H](C(=O)NC1CCN(Cc2ccccc2)CC1)N1C(=O)N2CCc3c([nH]c4ccccc34)[C@@]2(C)C1=O

# 16 successive compounds already listed, quoted:
GAA glycogen	compound
3%	O=C(Nc1ccccc1Cl)c1ccc(=O)[nH]n1
-2%[76.3 µM]	COc1ccc(OC)c(NC(=O)CCN2C(=O)c3ccccc3C2=O)c1
-10%[76.3 µM]	COc1ccc(S(=O)(=O)Nc2ccccn2)cc1C(=O)Nc1ccccc1
-18%[76.3 µM]	COc1ccc(NC(=O)CN(c2c(C)cccc2C)S(C)(=O)=O)cc1
-9%[76.3 µM]	COc1ccc(NC(=O)Cn2cc(S(=O)(=O)N3CCN(c4ccccc4F)CC3)c3ccccc3c2=O)cc1Cl
-14%[76.3 µM]	CC(NC(=O)Nc1ccccc1C(F)(F)F)c1c(-n2cccc2)sc2c1CCCC2 (stereo not drawn)
5%[76.3 µM]	COCCC(=O)Nc1c(-c2ccccc2)c2cc(Br)ccc2[nH]c1=O
-5%	Cc1ccc(N(CC(=O)NC2CCCC2)C(=O)CNC(=O)c2cccs2)cc1F
-14%[76.3 µM]	CCC(C(=O)NCCc1ccccc1)c1ccccc1 (stereo not drawn)
-6%[76.3 µM]	CCOc1ccc(CN2CCC(C(=O)Nc3cccc(-c4ccn[nH]4)c3)CC2)cc1Cl
7%[76.3 µM]	COc1ccc(Br)cc1CN1CCSCC1
5%	Cc1ccc(NC(=O)C2CCCN(S(=O)(=O)c3cccc4nonc34)C2)cc1 (stereo not drawn)
-2%[76.3 µM]	O=C1C(=O)N(Cc2cccnc2)C(c2cccc(F)c2)/C1=C(/O)c1ccc2c(c1)OCO2 (stereo not drawn)
8%[76.3 µM]	COCCN1C(=O)c2oc3cc(C)cc(C)c3c(=O)c2C1c1cccc(O)c1 (stereo not drawn)
7%[76.3 µM]	Cc1cc(=O)n2nc(N3CCC(C(=O)NCc4cccc(Br)c4)CC3)sc2n1
-4%[76.3 µM]	CC(C)C[C@@H](C(=O)NC1CCN(Cc2ccccc2)CC1)N1C(=O)N2CCc3c([nH]c4ccccc34)[C@@]2(C)C1=O

# The results go on:
GAA glycogen	compound
-8%	O=C(/C=C/c1ccco1)NC(=S)N1CCCCC1
0%[76.3 µM]	O=C(NCCN1CCOCC1)C1CCCN(S(=O)(=O)c2ccc(F)cc2)C1 (stereo not drawn)
-8%	COc1ccc(N(CC(O)CN2CCOCC2)S(=O)(=O)c2ccccc2)cc1 (stereo not drawn)
-13%[76.3 µM]	COc1ccc(CCN(C)C2CCCN(C(=O)Cn3cnnn3)C2)cc1OC (stereo not drawn)
-2%[76.3 µM]	Cn1c(/C(C#N)=C(\O)c2cc(Cl)sc2Cl)nc2ccccc21
-9%[76.3 µM]	COc1ccc(-c2nc(C(=O)NCC3CCCO3)cc3c2[nH]c2ccccc23)cc1 (stereo not drawn)
-12%[76.3 µM]	COc1ccc(NC(=O)N2CCN(S(=O)(=O)c3ccc(F)cc3)CC2)c(OC)c1
-5%[76.3 µM]	Cc1cc(C)cc(NC(=O)c2cc(S(=O)(=O)N3CCCC3)cn2C)c1
-5%[76.3 µM]	O=C(CSc1nnc(COc2ccccc2)o1)NC1CC2CCC1C2 (stereo not drawn)
6%	CN1CCN(c2nc(-c3ccccc3Cl)nc3ccccc23)CC1
-10%	COc1ccc(N2CCN(c3ccc(C(=O)O)cc3[N+](=O)[O-])CC2)cc1
-2%[76.3 µM]	CCc1cc(=O)oc2c3c(c(Cl)cc12)OCN(Cc1cccc(OC)c1)C3
4%[76.3 µM]	CCOc1ccc(S(=O)(=O)N(CC(=O)NCc2cccnc2)c2ccc(C)cc2)cc1
18%[76.3 µM]	COc1cccc(NC(=O)C2CCCN(S(=O)(=O)c3c(C)[nH]c(=O)[nH]c3=O)C2)c1 (stereo not drawn)
-5%[76.3 µM]	CC1CCCN(C(=O)Cn2nnc(-c3ccc(S(C)(=O)=O)cc3)n2)C1 (stereo not drawn)
-9%[76.3 µM]	CCc1ccc(NC(=O)c2sc(-n3nc(C)c(Cc4ccc(OC)cc4)c3C)nc2C)cc1
15%[76.3 µM]	Cc1ccc(C)c(NC(=O)Cn2c(=O)n(CCC(=O)NCc3ccc4c(c3)OCO4)c(=O)c3ccccc32)c1
-2%[76.3 µM]	COc1ccc(C2=NN(CCC(=O)NC3CCCCCC3)C(=O)CC2)cc1
5%[76.3 µM]	N#Cc1c(Nc2cccc(F)c2)sc(C(=O)c2ccc(Cl)cc2)c1N
-6%[76.3 µM]	COc1ccccc1CN1CC(C(=O)NCCN2CCOC2=O)CCC1=O (stereo not drawn)
-1%[76.3 µM]	O=C(c1cc(Cl)ccc1Cl)N1CCc2ccccc21
6%	CC(C)c1ccc(NC(=O)Cn2ncc3ccccc32)cc1
6%[76.3 µM]	O=C(O)C1CCC(c2ccc(-c3ccccc3)cc2)CC1 (stereo not drawn)
4%[76.3 µM]	Cc1ccc(C)c(OCC(=O)Nc2ccc(S(=O)(=O)Nc3onc(C)c3C)cc2)c1C
-20%[76.3 µM]	Cc1ccc(C)c(NC(=O)CSc2cn(CC(=O)N3CCCCC3)c3ccccc23)c1
1%[76.3 µM]	COc1ccccc1-c1noc2ncnc(Nc3cccc(C)c3)c12

# Assay outcomes (PubChem)
